Assay outcomes from PubChem BioAssay.
D3 antag – blocks the human D3 dopamine receptor; D3R cells, DiscoveRx beta-arrestin luminescence, antagonist mode; active compounds read low; max response, negative = inhibition, %; hit rate 2.5% among 360,000; AID 652054; in the data active = max response below about -50%; inconclusive = no clear call, values can overlap the other calls; also: % is scaled to controls: 0 for no effect and ±100 for the full control effect; mostly tested at two doses, the higher about 12 µM
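Cells expressing the human receptor were seeded at 1500 cells/well, incubated overnight at 37 degrees C in 5% CO2, then exposed to library compounds with dopamine controls for 90 minutes at 37 degrees C before luminescent detection.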
aSyn yeast inh – inhibitors of alpha-synuclein toxicity in yeast | Yeast expressing alpha-synuclein, growth rescue, BacTiter-Glo, 24 h | Potency, µM (doses to about 46.1 µM), without a hit: top-dose growth rescue (activation), hits mostly activators | hit rate 0.14% among 370,000; also: potency is read from the fitted curve at half-maximal effect; % of control where 0% means no effect; nearly all actives have a fitted effect of over 65% in size
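Screening used galactose-induced yeast with toxic alpha-synuclein levels, exposed to compound for 24 hr at 30 deg C. Cell growth, read with BacTiter-Glo luminescence, gave the measured signal.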
PTHR1 ag – activates the human parathyroid hormone receptor PTHR1. Potency, µM (highest dose often 115 µM), for the others: top-dose activation, hits mostly activators. hit rate 0.075% among 410,000. HEK293 GP2 PTHR1 cells, GloSensor cAMP luminescence, 1 h. AID 743266. Q03431; also: potency is read from the fitted curve at half-maximal effect; nearly all actives have a fitted effect of over 55% in size; some results filed as inactive show a strong effect at the top dose; inactives centre near -15; many of its hits are not listed in these tables
Target sequence (Q03431 whole entry, looked up): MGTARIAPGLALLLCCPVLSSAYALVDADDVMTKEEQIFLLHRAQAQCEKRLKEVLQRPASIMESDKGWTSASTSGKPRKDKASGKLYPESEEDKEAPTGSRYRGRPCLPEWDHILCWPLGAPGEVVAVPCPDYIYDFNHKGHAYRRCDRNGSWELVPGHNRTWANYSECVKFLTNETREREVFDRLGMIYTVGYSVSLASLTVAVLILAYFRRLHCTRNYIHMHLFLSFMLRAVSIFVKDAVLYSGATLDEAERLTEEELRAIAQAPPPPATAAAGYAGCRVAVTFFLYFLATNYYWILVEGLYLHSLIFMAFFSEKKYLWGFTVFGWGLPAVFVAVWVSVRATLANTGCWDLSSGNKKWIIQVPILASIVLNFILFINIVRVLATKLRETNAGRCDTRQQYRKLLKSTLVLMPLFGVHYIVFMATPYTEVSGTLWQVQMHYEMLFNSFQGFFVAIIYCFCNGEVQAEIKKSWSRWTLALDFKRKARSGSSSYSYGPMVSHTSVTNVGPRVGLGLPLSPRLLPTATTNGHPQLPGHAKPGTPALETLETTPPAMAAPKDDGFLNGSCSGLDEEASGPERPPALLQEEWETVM
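HEK-293-derived GP2 cells expressing PTHR1 and a GloSensor cAMP reporter, 3,000/well, plated overnight, given luciferin plus IBMX (each 0.5 mM as added) for 1 h at 37 °C, then compound for 1 h at 37 °C. Luminescence was read after 15 min at room temperature.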
D3 ag – D3 dopamine receptor (human) agonism; P35462; D3R DiscoveRx beta-arrestin cells, luminescence, 90 min; max activation, %; hit rate 0.58% among 410,000; in the data active = max activation above about 30%; also: 0% is about no effect; mostly tested at two doses, the higher about 12 µM
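Cells at 1500/well, incubated overnight, then treated with pinned compounds (dopamine as control) for 90 min at 37 degrees C. DiscoveRx reagent added for 30 - 60 minutes at room temperature; luminescence read.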
GLP1R ag – agonists of human GLP-1 receptor. hit rate 0.007% among 380,000. HEK293 GLP-1R CRE-luciferase, luminescence, 4-6 h; cells express a hypersensitive GLP-1R form. Potency, µM (top dose mostly 45.6 µM), without a hit: at the top dose activation, usual class: activators. AID 624172. P43220; also: potency is read from the fitted curve at half-maximal effect; % of control where 0% means no effect
Target sequence (P43220 whole entry, looked up): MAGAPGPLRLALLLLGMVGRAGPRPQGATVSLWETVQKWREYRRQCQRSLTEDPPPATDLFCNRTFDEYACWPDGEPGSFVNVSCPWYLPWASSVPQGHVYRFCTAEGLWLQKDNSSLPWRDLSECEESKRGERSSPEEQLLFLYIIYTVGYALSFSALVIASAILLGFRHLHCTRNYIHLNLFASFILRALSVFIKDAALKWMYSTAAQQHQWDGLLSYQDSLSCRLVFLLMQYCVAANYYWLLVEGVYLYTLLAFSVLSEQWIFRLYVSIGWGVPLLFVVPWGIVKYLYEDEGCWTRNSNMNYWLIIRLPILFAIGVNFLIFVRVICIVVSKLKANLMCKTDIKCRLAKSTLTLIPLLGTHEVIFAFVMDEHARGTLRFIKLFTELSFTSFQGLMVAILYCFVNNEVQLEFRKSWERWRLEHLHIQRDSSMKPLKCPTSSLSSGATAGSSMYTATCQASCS
GLP1R cytotox – cytotoxicity in counter-screen for GLP-1R inverse agonists; hit rate 0.13% among 410,000; HEK293 cAMP-luciferase reporter cells, luminescence, 24 h; Potency, µM (doses to about 38.3 µM), for inactives: at the highest dose activity change, negative = inhibition, actives largely listed as inhibitors;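 also: loss of luciferase light is scored as toxicity; potency is read from the fitted curve at half-maximal effect; % is scaled to controls: 0 for no effect and ±100 for the full control effect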
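Compound-treated cells are incubated 24 hr at 37 deg C under 5% CO2 after a 12 hour attachment period, then luciferase detection reagent is added and luminescence is measured following 12 min at room temperature; lowered signal indicates toxicity.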
GLP1R inv ag – inverse agonists of human GLP-1 receptor | HEK293 GLP-1R CRE-luciferase, luminescence, 24 h; GLP-1R form is constitutively active | Potency, µM (titrated, usually from 38.3 µM), for inactives: top-dose activity change, negative = inhibition, actives largely listed as inhibitors | hit rate 1.6% among 410,000; also: potency is read from the fitted curve at half-maximal effect; % is scaled to controls: 0 for no effect and ±100 for the full control effect; nearly all actives have a fitted effect of over 55% in size
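Readout was luciferase luminescence, measured 12 min after detection reagent at room temperature. Beforehand, GLP-1R reporter HEK293 cells had sat 12 h, then received compounds for 24 hr at 37 deg C.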
TDP43 rescue – rescues yeast growth from TDP-43 toxicity | hit rate 1.8% among 410,000 | Potency, µM (top dose mostly 46.1 µM), inactives show at the top dose growth rescue (activation), actives largely listed as activators | AID 652104 | TDP-43 expressing yeast growth rescue, BacTiter-Glo, 24 h; also: potency is read from the fitted curve at half-maximal effect; % of control where 0% means no effect; nearly all actives have a fitted effect of over 50% in size
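Growth rescue of TDP-43-toxic yeast measured as ATP luminescence (BacTiter-Glo). Cells grown to mid-log in raffinose, induced in galactose at OD600=0.02, exposed to compound 24 hr at 30 deg C.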
KB-V1 MDR tox – kills drug-selected multidrug resistant KB-V1 cells; KB-V1 MDR cells viability, CellTiter-Glo, 72 h; Potency, µM (titrated, usually from 46.1 µM), inactives show at the top dose activity change, negative = cytotoxicity, most hits filed as cytotoxic; hit rate 3.4% among 400,000; also: potency is read from the fitted curve at half-maximal effect; % is scaled to controls: 0 for no effect and ±100 for the full control effect; nearly all actives have a fitted effect of over 60% in size
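In this primary screen, KB-V1 cells overexpressing P-gp are incubated with library compounds (lowest to highest concentration) for 72 h at 37 degrees C before a luminescent ATP viability read.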
Starred values were filed as active, the others as inactive; i = inactive; ? = inconclusive; . = not tested or not shown; [ ] = another dose, or the depositor's remark. Unless noted, calls follow the shape of the dose curve; as a rule, active = well fitted curve in the direction sought with a large enough effect; inconclusive = small, poorly fitted or top-dose-only effect, or another doubt; inactive = no such curve, though single readings can be large; an effect the other way counts as inactive or inconclusive. The list is partial; rates above refer to the full screens.

SMILES	D3 antag	aSyn yeast inh	PTHR1 ag	D3 ag	GLP1R ag	GLP1R cytotox	GLP1R inv ag	TDP43 rescue	KB-V1 MDR tox
CC(C(=O)N1CCCc2ccccc21)N1CCN(S(=O)(=O)c2ccccc2F)CC1 (stereo not drawn)	4	?	-9%	3	-9%	-1%	?	22%	-10%
C=C(C)c1cccc(C(C)(C)NC(=O)Nc2ccc3[nH]c(=O)[nH]c3c2)c1	?	-3%	i	-6	15%	-4%	8%	0%	2%
CC(=O)[C@@H]1[C@@H](C)N(Cc2ccccc2)C(=O)N[C@H]1c1ccccc1	-17	-8%	-21%	6	-5%	20%	1%	?	0%
CCOC(=O)c1cccc2c1N[C@@H](c1ccc(F)cc1)[C@H]1CC=C[C@@H]21	.	.	i	6	.	21%	5%	0%[9.22 µM]	-2%
O=C(COc1ccccc1Cl)NC1CC1	4	-5%	-12%	4	0%	4%	-6%	15%	29%
O=C(O)Cn1c(SCc2cccc3ccccc23)nc2ccccc21	?	2%	-5%	1	1%	-3%	6%	7%	7%
CCN1C(=O)c2ccccc2S(=O)(=O)c2ccc(C(=O)NCc3ccc(F)cc3)cc21	.	.	i	-7	-2%	0%	?	18%	10%
O=C(Nc1ccccc1C(F)(F)F)c1cc(S(=O)(=O)N2CCC3(CC2)OCCO3)ccc1F	16	1%	2%[57.5 µM]	19	-1%	-8%	?	10%	?
CCOc1cc(/C=N/NC(=O)Nc2ccccc2)ccc1O	1	-24%	i	-2	18%	-7%	41%[activator]	-24%	1%
CC(=O)NNC(=S)Nc1cccc(F)c1	-16	-6%	i	4	0%	-21%	9%	11%	8%
c1ccc2c(-c3cccc4nccn34)cncc2c1	17	0%	-14%	6	-5%	0%	3%	0%	-3%
COc1ccc(NC(=O)/C(C#N)=C\c2ccc(Br)o2)cc1	-23	-8%	?	0	-6%	4%	33%	-9%	-4%
COC(=O)c1ncccc1SC	4	1%	i	-3	-4%	5%	6%	-5%	-9%
COC(=O)c1ccc(COc2ccccc2/C=C/C(=O)c2ccc(OCC(=O)O)cc2)cc1	-12	0%	-23%	-15	9%	-15%	-29%	-14%	-7%
O=C(NCCNc1ccc([N+](=O)[O-])cc1C(F)(F)F)c1ccccc1	0	12%	-31%[inhibitor]	5	-1%	-30%	?	22µM*	16µM*

Some entries already given, showing only GLP1R cytotox and PTHR1 ag:
Compound | GLP1R cytotox | PTHR1 ag
CCOc1cc(/C=N/NC(=O)Nc2ccccc2)ccc1O | -7% | i
CC(=O)NNC(=S)Nc1cccc(F)c1 | -21% | i
c1ccc2c(-c3cccc4nccn34)cncc2c1 | 0% | -14%
COc1ccc(NC(=O)/C(C#N)=C\c2ccc(Br)o2)cc1 | 4% | ?
COC(=O)c1ncccc1SC | 5% | i
COC(=O)c1ccc(COc2ccccc2/C=C/C(=O)c2ccc(OCC(=O)O)cc2)cc1 | -15% | -23%

Following part
SMILES	D3 antag	aSyn yeast inh	PTHR1 ag	D3 ag	GLP1R ag	GLP1R cytotox	GLP1R inv ag	TDP43 rescue	KB-V1 MDR tox
Cc1cccc(-c2onc3ccc(C4(C)OCCO4)cc23)c1	31	7%	-95%[inhibitor]	4	7%	3%	11%	22%	7%
CCOC(=O)C1=C(C)N=C2c3ccccc3C(=O)C2C1c1ccc(C)cc1 (stereo not drawn)	-4	-5%	i	0	4%	-22%	?	5%	0%
Cc1ccccc1NC(=S)Nc1ccc2cn[nH]c2c1	1	-8%	-15%	2	9%	2%	31%	19%	-1%
Cc1ccc(S(=O)(=O)NC[C@H]2O[C@@H](n3cnc4c(N)ncnc43)[C@H](O)[C@@H]2O)s1	14	0%	-5%	-17	5%	2%	2%	-7%	0%
O=C(CN(Cc1ccccc1)S(=O)(=O)c1ccccc1)NC1CC1	2	4%	i	9	1%	-6%	0%	-13%	?
CCCCCCCCN1C(=O)[C@H](CC(=O)N2CCCCC2)C[C@@]2(C(=O)OC)CCCCC=C12	0	?	-46%[inhibitor]	-6	3%	-5%	?	-14%	-30%
O=C(NNc1cc(Cl)ccc1Cl)c1cccs1	2	6%	i	3	8%	?	?	0%	-8%
CC(=O)N/C(=C\c1ccc(C)cc1)C(=O)O	5	-2%	i	-4	0%	15%	0%	0%	?
CCN1CCN(C(=O)c2ccc3c(c2)N(Cc2ccc(Cl)cc2)C(=O)c2ccccc2S3=O)CC1 (stereo not drawn)	.	.	i	-20	1%	-11%	-1%	12%	8%
CCOc1ccc(C(=O)OCC(=O)Nc2cccc(S(=O)(=O)N3CCCC3)c2)cc1	13	5%	-88%	0	-8%	?	?	10%	.
CC(=O)N1CCc2nc3sc(C(=O)Nc4ccc(Cl)cc4F)c(N)c3c(C(F)(F)F)c2C1	.	1%	i	-2	-8%	8%	9%	3%	-11%
CCN(CC)CCn1c(=S)[nH]c2cc3c(cc2c1=O)OCO3	-1	-1%	i	-7	-11%	-12%	4%	-1%	7%
CC(C)(C)OC(=O)C[C@@H]1C/C=C\C[C@@H](CC(=O)N(CCO)Cc2ccccc2)C(=O)N[C@H](Cc2ccccc2)COC1=O	-5	1%	7%	15	2%	1%	-3%	14%	0%
CCOCc1nnc(NC(=O)c2cc(C(=O)OC)cc([N+](=O)[O-])c2)s1	3	0%	-1%	2	-2%	-7%	16%	14%	26%
CC(C)(C)c1sc(N)nc1-c1ccccc1	6	-3%	i	3	3%	8%	10%	-20%	-8%

Gathered by group: the entries above containing a CF3 group
SMILES	D3 antag	aSyn yeast inh	PTHR1 ag	D3 ag	GLP1R ag	GLP1R cytotox	GLP1R inv ag	TDP43 rescue	KB-V1 MDR tox
O=C(Nc1ccccc1C(F)(F)F)c1cc(S(=O)(=O)N2CCC3(CC2)OCCO3)ccc1F	16	1%	2%[57.5 µM]	19	-1%	-8%	?	10%	?
O=C(NCCNc1ccc([N+](=O)[O-])cc1C(F)(F)F)c1ccccc1	0	12%	-31%[inhibitor]	5	-1%	-30%	?	22µM*	16µM*
CC(=O)N1CCc2nc3sc(C(=O)Nc4ccc(Cl)cc4F)c(N)c3c(C(F)(F)F)c2C1	.	1%	i	-2	-8%	8%	9%	3%	-11%

Continuation:
SMILES	D3 antag	aSyn yeast inh	PTHR1 ag	D3 ag	GLP1R ag	GLP1R cytotox	GLP1R inv ag	TDP43 rescue	KB-V1 MDR tox
COc1ccc(C2N3CC4(C)CN2CC(C)(C3)C4)cc1OC (stereo not drawn)	8	1%	i	1	-12%	0%	23%	2%	7%
CC(=O)c1ccc(NC(=S)NC(=O)/C=C/c2ccco2)cc1	-23	-7%	i	-2	6%	-3%	19%	-7%	1%
COc1ccc(CCN2C(=O)N(c3ccccc3)C(=O)C2CC(=O)Nc2ccccc2)cc1 (stereo not drawn)	.	.	i	6	.	-5%	-29%	-4%	16%
CN(C)CC(=O)N[C@@H]1CC[C@@H](CCNS(=O)(=O)c2ccccc2)O[C@@H]1CO	-2	3%	-6%	-2	.	0%	18%	11%	-7%
CCCN1C2CCCC1CC(NC(=O)c1cccc([N+](=O)[O-])c1)C2 (stereo not drawn)	-10	0%	i	-18	2%	3%	-13%	-8%	0%
CCOC(=O)CCNC(=O)CNC(=O)OCc1ccccc1	24	1%	-4%	2	-24%	0%	15%	14%	?
Cc1nnc2sc(-c3cccc4ccccc34)nn12	12	9%	i	-2	11%	-13%	8%	?	5.2µM*
CCN(CCn1cccn1)C(=O)CCc1nnc(CCCc2ccccc2)o1	3	1%	-8%	4	12%	-8%	10%	1%	15%
CCOC(=O)c1[nH]ncc1CN1CCN(Cc2ccc(C)cc2)C(CCO)C1 (stereo not drawn)	0	4%	i	-6	12%	-3%	-14%	-9%	10%
CC(C)CCNC(=O)C(C)N(Cc1ccc(F)cc1)C(=O)c1ccc(CN2CCCCC2)o1 (stereo not drawn)	-18	2%	i	-36	11%	-13%	-1%	-30%[inhibitor]	-13%
O=C(O)CCCC(=O)Nc1ccc(Oc2ncnc3cc(Cl)ccc23)nc1	6	14%	i	-1	-4%	0%	16%	15%	0%
CCOc1ccc(C(=O)Nn2cnnc2)cc1	-16	0%	-16%[57.5 µM]	-8	-8%	8%	2%	-21%	-2%
CCCS(=O)(=O)N1CCN(C(=O)c2ccccc2F)CC1	7	3%	i	3	-6%	-11%	10%	7%	9%
O=C(NCc1nnc(SCC(=O)N2CCN(c3ccccc3)CC2)o1)c1c(F)cccc1F	-11	9%	-74%[inhibitor]	-2	4%	1%	-19%	-4%	.
OCn1ncn(-c2ccccc2)c1=S	25	4%	3%[57.5 µM]	3	-15%	-18%	3%	1%	-2%

Among those listed so far, 3 contain an aryl methoxy group:
SMILES	D3 antag	aSyn yeast inh	PTHR1 ag	D3 ag	GLP1R ag	GLP1R cytotox	GLP1R inv ag	TDP43 rescue	KB-V1 MDR tox
COc1ccc(NC(=O)/C(C#N)=C\c2ccc(Br)o2)cc1	-23	-8%	?	0	-6%	4%	33%	-9%	-4%
COc1ccc(C2N3CC4(C)CN2CC(C)(C3)C4)cc1OC (stereo not drawn)	8	1%	i	1	-12%	0%	23%	2%	7%
COc1ccc(CCN2C(=O)N(c3ccccc3)C(=O)C2CC(=O)Nc2ccccc2)cc1 (stereo not drawn)	.	.	i	6	.	-5%	-29%	-4%	16%
